# MsrA act = activators of bovine methionine sulfoxide reductase A; activation, % at 10.6 µM; 0.3% of 360,000 active; purified bovine MsrA, absorbance read-out; in the data active means activation above about 7.5%;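 further: 0% = vehicle and 100% = reference activator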
# LMPTP inh = LMPTP (human) inhibition; P24666; recombinant LMPTP-A, OMFP fluorogenic substrate, fluorescence intensity; inhibition, % at 20 µM; 0.22% of 360,000 active;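 active means compounds that cut the enzyme signal by at least half of the control window in the single-dose screen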;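 further: plate controls were DMSO wells with enzyme plus substrate for no effect and substrate without enzyme for full effect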
#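 Test system: LMPTP-A, protein tyrosine phosphatase of low molecular weight; Input: 0.625 nM enzyme; Incubation: 50 min dark incubation at room temperature; Signal: endpoint fluorescence intensity from OMFP dephosphorylation; Read-out basis: % inhibition versus control wells.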
# DNMT1 block = blocks human DNA methyltransferase DNMT1; inhibition (reported as % activation of signal), % at 10 µM; 0.83% of 360,000 active; AID 588458; P26358; DNMT1 molecular beacon, Hinp1I cleavage, fluorescence; in the data active means inhibition above about 50%
# STEP inh = blocks human striatal-enriched tyrosine phosphatase; recombinant STEP, OMFP fluorogenic substrate, fluorescence; inhibition, % at 20 µM; 0.25% of 360,000 active; AID 588621;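 active means inhibition at 20 µM, scaled per plate between control wells, above about 37%, limit read from the data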;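 further: 0% = DMSO with enzyme and substrate and 100% = substrate only without enzyme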
#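 System: isolated STEP enzyme; schedule: 20 min enzyme reaction at room temperature, protected from light; medium: Bis-Tris buffer pH 6.0, 2.5 mM DTT, 0.005% Tween 20; signal: fluorescence, 480/540 nm; dosing: single compound dose of 20 µM, 1% DMSO final; also added: OMFP substrate, 25 µM final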
# MsrA inhibitor = bovine MsrA inhibition; purified bovine MsrA, absorbance read-out; inhibition, % at 15.5 µM; 0.75% of 360,000 active; in the data active means inhibition above about 4.5%;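 further: 0% = vehicle wells with enzyme and 100% = reference inhibitor wells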
# Scp-1 inhibitor = blocks human Scp-1 phosphatase activity; Q9GZU7; Recombinant Scp1, phosphopeptide, malachite green phosphate absorbance; inhibition, % at 20 µM; 0.88% of 340,000 active; AID 493091;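 active means inhibition above about 50% at 20 µM, limit read from the data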;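 further: plate controls were DMSO wells with enzyme for no effect and wells lacking enzyme for full effect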
# Target sequence (Q9GZU7 76-261 limits assumed): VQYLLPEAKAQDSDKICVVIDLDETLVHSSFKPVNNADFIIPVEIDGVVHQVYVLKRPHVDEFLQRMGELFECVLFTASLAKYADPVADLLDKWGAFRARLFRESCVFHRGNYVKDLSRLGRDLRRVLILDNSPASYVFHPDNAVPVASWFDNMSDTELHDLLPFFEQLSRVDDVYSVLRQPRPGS
#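 Times: enzyme reaction 45 min at room temperature, colour 5 min, stabilisation 30 min. Material: SCP-1 catalytic fragment, aa 76-261. Medium: Acidic Tris acetate buffer with magnesium and detergent. Signal: colorimetric free-phosphate detection, absorbance 630 nm. Read-out basis: % inhibition of SCP-1 phosphate liberation. Reagent: Phosphorylated 17-residue peptide substrate.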
# SUMO1 PPI mod = alters human SUMO1 binding to SIM partners. P63165. SUMO1 binding to a labelled peptide, TR-FRET, 1 h. inhibition, % at 20 µM. 0.33% of 360,000 active. AID 602429; in the data active means inhibition above about 37%
# Target sequence (P63165 whole entry, looked up): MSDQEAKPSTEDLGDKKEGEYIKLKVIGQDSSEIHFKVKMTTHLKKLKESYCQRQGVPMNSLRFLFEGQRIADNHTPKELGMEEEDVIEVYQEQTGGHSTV
# NRP1-CendR mod = modulators of CendR peptide binding to human neuropilin-1; FAM-RPARPAR peptide binding to NRP-1, fluorescence polarization; AID 602438; inhibition, % at 25 µM; 0.85% of 360,000 active; O14786;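 active means inhibition or corrected inhibition above about 18%, plus a signal ratio from 0.5 to 1.5, limit read from the data, passing the limit was not always enough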; further: strong numbers were not always called active
# eLon inh = inhibitors of E. coli Lon protease; purified E. coli Lon protease, fluorescence polarization; inhibition, % at 7.94 µM; 0.42% of 360,000 active; in the data active means inhibition above about 13%, passing the limit was not always enough;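 further: 0% = enzyme with probe and DMSO and 100% = no enzyme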
# Target sequence (P0A9M0 whole entry, looked up): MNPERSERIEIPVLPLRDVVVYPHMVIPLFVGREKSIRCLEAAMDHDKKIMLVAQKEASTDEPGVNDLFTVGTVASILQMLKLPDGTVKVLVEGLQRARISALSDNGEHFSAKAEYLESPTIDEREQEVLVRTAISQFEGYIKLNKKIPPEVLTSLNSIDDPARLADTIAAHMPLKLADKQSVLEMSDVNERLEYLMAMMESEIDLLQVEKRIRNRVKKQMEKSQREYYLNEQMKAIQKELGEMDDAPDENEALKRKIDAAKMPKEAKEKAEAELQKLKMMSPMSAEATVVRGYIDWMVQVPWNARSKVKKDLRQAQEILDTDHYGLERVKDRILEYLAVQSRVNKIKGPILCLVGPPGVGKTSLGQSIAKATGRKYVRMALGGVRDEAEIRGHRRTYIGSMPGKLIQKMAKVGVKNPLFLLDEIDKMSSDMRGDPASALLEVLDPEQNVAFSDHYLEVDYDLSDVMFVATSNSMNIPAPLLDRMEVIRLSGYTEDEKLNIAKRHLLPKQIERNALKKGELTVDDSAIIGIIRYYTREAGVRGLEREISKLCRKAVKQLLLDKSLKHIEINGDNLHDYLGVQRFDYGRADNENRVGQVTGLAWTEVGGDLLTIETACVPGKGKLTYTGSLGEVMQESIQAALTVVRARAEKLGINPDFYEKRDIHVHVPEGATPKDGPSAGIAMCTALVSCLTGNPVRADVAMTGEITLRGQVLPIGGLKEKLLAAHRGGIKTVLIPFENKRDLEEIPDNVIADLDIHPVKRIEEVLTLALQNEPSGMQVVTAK
# TbMetRS inhib = Trypanosoma brucei MetRS inhibition; purified T. brucei MetRS, ATP depletion, Kinase-Glo luminescence; inhibition, % at 11.9 µM; 0.4% of 360,000 active; AID 624268;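 active means inhibition above a per-plate cutoff of the control wells' mean inhibition plus 3 SD, cut at about 5.5% in these data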;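 further: 0% = DMSO wells median and 100% = median of wells with control inhibitor compound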
#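 Test system: purified T. brucei MetRS enzyme. Also added: ATP, methionine and E. coli bulk tRNA substrates. Compound: 11.9 µM single point. Schedule: 15 min enzyme-compound preincubation, 2 h reaction, 10 min detection, 25 °C. Signal: luciferase luminescence of residual ATP, Kinase-Glo. Evaluation: percent inhibition versus plate control medians. Controls: DMSO wells, low control.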
# An asterisk follows results filed as active; . = not tested or not shown.
MsrA act	LMPTP inh	DNMT1 block	STEP inh	MsrA inhibitor	Scp-1 inhibitor	SUMO1 PPI mod	NRP1-CendR mod	eLon inh	TbMetRS inhib	SMILES
-2	0.0	4	-2	-1.3	-4	3	14	5	0.4	CC(C)(C)OC(=O)N[C@@H](Cc1ccccc1)[C@H](O)c1ccco1
-9	-0.6	2	0	0.1	4	4	1	-1	-1.3	Cc1cc(NC(=O)CCC(=O)N(CC(=O)NC2CCCC2)c2ccc(C)c(F)c2)no1
-1	-2.4	1	0	-0.8	-6	2	-3	5	-0.2	CCCn1c(SCC(=O)Nc2cc(S(=O)(=O)N(C)C)ccc2OC)n[nH]c1=O
-3	-2.7	0	-3	-0.7	-4	2	13	-3	-1.1	C[N+](C)(C)CC=O
-2	1.2	-5	-1	-0.1	-4	2	-10	-4	-0.5	Cn1cccc1Cc1nnc(SCC(=O)NCc2ccc(F)cc2)n1-c1ccc(F)cc1
-5	1.6	-4	1	-1.0	-5	3	-2	3	-1.3	O=C(c1ccc2c(c1)OCO2)C1CCCN(C(=O)c2cnn(Cc3ccccc3)c2)C1 (centres undefined)
-4	2.5	12	2	0.8	-12	-5	-52	-2	0.0	C=CCOc1ccc(/C=C2\SC(=S)N(NS(=O)(=O)c3ccccc3)C2=O)cc1
24*	6.3	80*	9	1.1	0	6	23	-6	3.4	NC1=C(Cl)C(=O)c2ccc(S(N)(=O)=O)cc2C1=O
-2	1.0	0	-4	.	1	-6	-2	-1	-0.5	COc1ccc(S(=O)(=O)N/N=C\c2ccc3c(c2)OCO3)cc1
0	0.7	-5	0	0.2	-7	-22	-7	-5	0.7	COc1cc([N+](=O)[O-])ccc1NC(=O)Nc1ccc(C(=O)N2CCCC2)cc1
-1	0.5	-4	1	-0.8	-5	-5	-6	9	-0.8	Fc1ccccc1-c1csc(=Nc2cccnc2)n1CC1CCCO1 (centres undefined)
-6	-0.8	-2	-2	0.8	-6	-25	9	8	0.0	CCOC(=O)/C=C/C(=O)OCC(=O)Nc1ccc([N+](=O)[O-])cc1
-6	-1.7	4	3	-0.7	2	4	4	-3	-0.4	Clc1ccc(-c2ccnc(Oc3ccc4ccccc4c3)n2)cc1
-2	3.5	.	.	-0.9	.	-7	1	5	0.1	Cc1cc(Br)cn2c(Cc3ccccc3C(F)(F)F)c(-c3ccc(Cl)cc3)nc12
-6	-1.1	-2	-2	0.4	-5	-20	-1	8	-1.0	Cc1ccc(OCC(=O)Nc2cccc(S(=O)(=O)N3CCCCC3)c2)c([N+](=O)[O-])n1
-9	1.7	1	5	0.1	-4	1	-1	3	-0.3	Cn1c(N)c(C(=O)COC(=O)COc2ccc3ccccc3c2)c(=O)n(C)c1=O
-3	0.6	-1	-3	0.6	-7	2	13	2	-0.3	O=C(NCc1cccs1)C(=O)NCC1OCCCN1S(=O)(=O)c1cccs1 (centres undefined)
-6	0.2	5	2	0.4	-2	-3	1	-20	-0.6	O=C1N/C(=C/c2cccn2-c2ccc(F)cc2)C(=O)N1Cc1ccccc1
-3	3.3	-3	-2	0.1	-3	-2	4	5	0.5	CCOc1ccccc1OCCC(=O)OCC(=O)c1ccc[nH]1
-4	3.2	11	-1	1.3	2	-8	5	0	-0.2	CC1(OC(=O)CCc2ccccc2)C(=O)C=C2C=C(c3ccc(C#N)cc3)N(Cc3ccco3)C=C2C1=O (centres undefined)
-4	-1.1	0	-2	-0.8	3	-2	7	-3	-0.4	CCOc1ccc(OCC)c(NC(=O)CCCN2C(=S)NC(C)(C)CC2C)c1 (centres undefined)
0	-0.1	9	1	2.6	-2	-24	-5	4	-0.7	O=C(c1ccco1)N1C(=O)c2cccc3cccc1c23
-3	-0.4	-1	0	0.4	-14	5	0	-1	-0.2	COc1cc(OC)cc(C(=O)NNC(=O)c2ccc(S(=O)(=O)N(C)c3ccccc3OC)cc2)c1
0	-1.0	-1	0	3.4	-11	-7	0	2	0.2	COc1ccc(OC)c(/C=N/NC2=NS(=O)(=O)c3ccccc32)c1
-14	0.1	0	2	2.2	7	-28	4	-1	-1.2	Cc1c(Nc2cc(Cl)c3nonc3c2[N+](=O)[O-])c(=O)n(-c2ccccc2)n1C
-5	-0.5	3	-2	-1.8	1	-2	2	0	-0.9	O=C(CN1C(=O)c2ccccc2C1=O)NCCOc1ccccc1
-1	-0.3	-6	0	1.7	-6	2	10	2	-0.1	N#Cc1c(-c2ccccc2)nc(SCC(=O)NC2CCCCC2)[nH]c1=O
-2	-2.1	5	2	1.4	-3	-4	4	-3	-0.1	CN(C(=O)C1CCCO1)c1nnc(-c2ccncc2)s1 (centres undefined)
-2	-0.2	2	-1	1.2	-8	1	-1	5	-0.6	COc1ccccc1CNC(=O)C(c1ccccc1)c1ccccc1
-3	-0.2	-7	-2	0.6	1	6	10	2	-0.5	Cc1cccc(C2c3[nH]c4ccccc4c3CCN2C(=O)c2cn(C)c3ccccc3c2=O)n1 (centres undefined)
-3	2.0	-6	1	0.2	-2	8	-1	2	-0.1	Cc1nc(-c2ccc(Cl)cc2)sc1C1(C)CC(c2cccc(Cl)c2)=NO1 (centres undefined)
-5	2.9	-3	1	0.3	-10	-8	2	5	-0.9	N#Cc1cc2c(nc1SCc1ccccc1)CCCC2=O
-4	-0.8	2	-1	0.4	-3	2	-9	-8	-0.4	CN(CC(=O)Nc1ccccc1C(F)(F)F)C(=O)CN1C(=O)C2CCCCC2C1=O (centres undefined)
-1	0.2	3	-4	0.4	9	3	-6	4	-0.6	Cc1ccc(NC(=O)CSc2nnc(-c3cccs3)n2Cc2ccco2)cc1
0	0.4	1	1	-1.4	6	-1	6	-7	-0.6	NC(=O)COC(=O)c1ccc(S(=O)(=O)N2CCCCCC2)cc1
-3	1.7	9	1	0.1	.	31	8	9	-0.5	Cc1ccc(S(=O)(=O)N2[C@@H](c3cccc(Cl)c3)C(C(=O)OC(C)(C)C)=CC[C@H]2c2cccc(Cl)c2)cc1
-8	-1.7	6	1	0.7	3	-1	-4	-4	-0.4	CCOC(=O)N=S(N)(=O)c1ccc(Cl)cc1 (centres undefined)
-2	1.5	11	4	0.1	-1	1	-1	-2	0.0	CCCc1cc(=O)oc2cc(OCc3cccc(OC)c3)c(Cl)cc12
-2	-2.0	-1	-8	-2.1	-4	9	11	3	-0.3	CCOc1ncccc1C(=O)OCc1ccc(C#N)cc1
-1	-6.7	1	-2	2.1	-6	-4	3	-4	-0.1	Cc1cc(S(=O)(=O)Nc2ccc(C(=O)NCCCN3CCOCC3)cc2)ccc1F
-7	1.2	-1	0	0.0	0	0	-28	11	-0.2	COc1cc(OC)cc(-c2c(C#Cc3ccsc3)c3cc(-c4ccc(OC)cc4F)ccc3n2C)c1
-7	1.0	-7	1	-0.1	-5	-1	-5	-15	-0.4	COc1ccc(NC(=S)NC(=O)c2ccc3c(c2)OCCO3)cc1
-2	-2.7	13	1	-0.9	-10	0	-6	-13	-0.5	CC1(C)Cc2nc3oc4c(=O)n(CC(=O)Nc5ccc(Cl)cc5)cnc4c3cc2CO1
-11	-0.7	1	0	-0.6	1	1	19	5	-1.0	COc1cccc(CC2(CO)CCCN(Cc3ccc(C)s3)C2)c1 (centres undefined)
-2	-1.1	0	-1	-0.9	-10	0	4	0	-0.5	CN(C)c1nc(-c2ccccc2)ns1
0	-5.2	0	2	-0.7	-10	2	1	-8	-0.4	COc1ccc(CNC(=O)Nc2cccc(C)c2)cc1
-5	0.0	-2	-2	-0.3	-10	-5	10	-2	-0.1	O=C(CNC(=O)C1(c2ccccc2)CC1)Nc1ccc(F)c(F)c1
2	-0.4	-3	4	-1.2	1	-3	14	-8	1.8	Cc1cc(Cl)ccc1OCCCC(=O)Nc1cccnc1
0	-1.4	0	1	-0.2	-5	-38	11	-2	-0.1	CNC(=O)COC(=O)c1ccc2c(c1)S(=O)(=O)c1ccccc1C2=O
-5	3.5	-3	-1	0.1	-11	-2	10	-15	0.2	COc1ccc(CCNC(=O)c2cc(-c3ccccc3)c(N3CCOCC3)s2)c(OC)c1OC
7	0.5	3	1	0.5	3	-1	-8	-11	-0.5	Cc1nc(SCC(=O)Nc2cc(C)on2)c2c3c(sc2n1)CCCC3
-2	-1.2	1	-3	0.9	.	0	-8	-6	-0.1	Cc1cc(C)cc(-n2ncc3c2CCCC3NC(=O)c2ccccc2)c1 (centres undefined)
-12	-1.7	14	-3	-0.9	-4	4	-6	6	-0.9	Cc1cc(C(F)(F)F)cc(NNC(=O)NC(=O)c2ccc(Cl)cc2)n1
-5	-0.5	2	1	-0.8	-11	6	9	-1	0.2	COc1ccccc1C1=NOC(C)(c2nnc(-c3cccc(Cl)c3)o2)C1 (centres undefined)
-4	-1.1	5	0	0.1	4	0	-4	-10	-2.0	COc1cc(C2CC(=O)Oc3cc4c(cc32)OCO4)cc(OC)c1OC (centres undefined)
-1	-0.2	1	3	-0.9	-7	-1	13	5	-0.1	Cc1ccc(C(C(=O)NCCc2ccccc2)N(C(=O)c2csnn2)C2CC2)cc1 (centres undefined)

# Continuation.
MsrA act	LMPTP inh	DNMT1 block	STEP inh	MsrA inhibitor	Scp-1 inhibitor	SUMO1 PPI mod	NRP1-CendR mod	eLon inh	TbMetRS inhib	SMILES
-1	0.1	-1	-11	-0.3	-5	-2	4	6	-0.1	Cc1c(Cl)c(C(=O)NC2C3CC4CC(C3)CC2C4)nn1C (centres undefined)
-12	0.5	2	2	-0.1	9	5	-5	2	-0.9	COc1cc2c(cc1NC(=O)C(C)N1CCN(S(=O)(=O)c3ccccc3[N+](=O)[O-])CC1)oc1ccccc12 (centres undefined)
0	0.9	0	2	0.8	.	4	10	6	0.7	CCCC1NC(=O)c2cccnc2-n2c1nc1ccc(OC)cc1c2=O (centres undefined)
-9	-1.7	0	0	-0.8	0	2	-2	7	-0.8	Cc1ccc(CN2CCN(Cc3ccccc3-c3ccco3)CC2CCO)o1 (centres undefined)

# Single records (already shown). Order of screens: MsrA act, LMPTP inh, DNMT1 block, STEP inh, MsrA inhibitor, Scp-1 inhibitor, SUMO1 PPI mod, NRP1-CendR mod, eLon inh, TbMetRS inhib
# `Cc1c(Cl)c(C(=O)NC2C3CC4CC(C3)CC2C4)nn1C` (centres undefined) in the list: -1, 0.1, -1, -11, -0.3, -5, -2, 4, 6, -0.1
# `CCCC1NC(=O)c2cccnc2-n2c1nc1ccc(OC)cc1c2=O` (centres undefined) in the list: 0, 0.9, 0, 2, 0.8, ., 4, 10, 6, 0.7
# `COc1cc2c(cc1NC(=O)C(C)N1CCN(S(=O)(=O)c3ccccc3[N+](=O)[O-])CC1)oc1ccccc12` (centres undefined) in the list: -12, 0.5, 2, 2, -0.1, 9, 5, -5, 2, -0.9
